Bim-Bfl-1 – inhibitors of Bim-Bfl-1 interaction, human; Bead-based flow cytometry, Bim-Bfl-1 binding inhibition; inhibition, % at 10 µM; 0.12% of 190,000 active; AID 1008;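 note: 0% = wells without compound plus tracer and 100% = blocker peptide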
RGS8-Gao reg – modulates binding of RGS8 to human Galphao. P09471. response (percent of control binding), % at 10 µM. AID 1423. 0.34% of 220,000 active. multiplexed bead flow cytometry; actives lie on both sides; in the data active = response below about 60% or above about 140%; inactive = in between;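 note: Galphao activated as the GDP aluminium fluoride complex binding bead-coupled RGS8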
RGS7-Gao – modulates binding of RGS7 to human Galphao; 0.35% of 220,000 active; binding response (% of control), % at 10 µM; P09471; Multiplexed bead flow cytometry; actives lie on both sides; in the data active = binding response below about 49% or above about 150%; inconclusive = no clear call, values can overlap the other calls; inactive = in between;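 note: fluorescent Galphao held in activated GDP-AlF4 state binding bead-coupled RGS7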
Bcl-2 Bim block – disrupts Bim peptide binding to human Bcl-2. P10415. Bead-based flow cytometry, Bim peptide-Bcl-2 binding. inhibition, % at 10 µM. 0.06% of 190,000 active. AID 950; in the data active = inhibition above about 40%; inconclusive = no clear call, values can overlap the other calls;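 note: 0% = no compound wells with probe peptide and 100% = reference peptide inhibitor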
Bcl-XL Bim block – disrupts Bim peptide binding to human Bcl-XL | AID 1007 | 0.04% of 190,000 active | inhibition, % at 10 µM | bead flow cytometry, fluorescence | Q07817
Bim-Bcl-W – inhibitors of Bim-Bcl-W interaction, human; AID 952; 0.02% of 190,000 active; inhibition, % at 10 µM; bead-based flow cytometry, Bim peptide-Bcl-W binding; Q92843;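 note: 0% = bound tracer without compound and 100% = peptide blocker; higher means less fluorescent Bim peptide bound to Bcl-W beads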
Target sequence (Q92843 whole entry, looked up): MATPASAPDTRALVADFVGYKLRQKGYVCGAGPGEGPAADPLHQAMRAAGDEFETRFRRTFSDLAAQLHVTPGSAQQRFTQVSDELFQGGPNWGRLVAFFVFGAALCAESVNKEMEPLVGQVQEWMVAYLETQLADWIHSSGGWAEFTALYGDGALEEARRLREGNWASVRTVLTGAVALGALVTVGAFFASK
RGS4-Gao reg – human RGS4-Galphao interaction regulation | P09471 | Multiplexed bead flow cytometry, RGS4-Galphao binding; actives lie on both sides | binding response (% of control), % at 10 µM | 0.33% of 220,000 active; in the data active = binding response below about 49% or above about 150%; inactive = in between;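 note: fluorescent Galphao activated with aluminum fluoride binding bead-coupled RGS4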
ABCG2 inh – human ABCG2 inhibition, ABCB1 as counter-screen. Q9UNQ0. inhibition, % at 6.6 µM. IgMXP3 cells, JC-1 efflux, flow cytometry. AID 1325. 0.1% of 190,000 active;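 active = inhibition above 80%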;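 note: 0% = DMSO and 100% = nicardipine control wells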
Target sequence (Q9UNQ0 whole entry, looked up): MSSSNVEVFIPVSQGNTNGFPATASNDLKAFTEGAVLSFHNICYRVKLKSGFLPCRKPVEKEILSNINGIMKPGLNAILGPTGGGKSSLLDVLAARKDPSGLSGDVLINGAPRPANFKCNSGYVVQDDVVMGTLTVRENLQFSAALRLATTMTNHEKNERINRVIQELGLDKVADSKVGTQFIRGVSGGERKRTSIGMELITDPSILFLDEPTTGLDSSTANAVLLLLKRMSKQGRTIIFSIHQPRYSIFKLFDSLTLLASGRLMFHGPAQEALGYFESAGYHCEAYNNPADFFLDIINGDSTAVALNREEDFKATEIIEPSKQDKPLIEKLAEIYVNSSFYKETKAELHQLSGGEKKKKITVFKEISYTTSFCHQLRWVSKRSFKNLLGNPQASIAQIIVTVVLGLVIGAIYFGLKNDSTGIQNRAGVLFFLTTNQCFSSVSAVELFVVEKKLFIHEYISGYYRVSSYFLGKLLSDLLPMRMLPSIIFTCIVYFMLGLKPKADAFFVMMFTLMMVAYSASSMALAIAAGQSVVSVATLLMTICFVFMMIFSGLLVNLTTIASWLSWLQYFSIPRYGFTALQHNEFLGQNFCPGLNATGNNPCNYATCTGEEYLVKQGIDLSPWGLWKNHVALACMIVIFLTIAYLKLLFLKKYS
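Test system: IgMXP3 cells (ABCG2) mixed with DDAO far-red-labelled CCRF-Adr cells (ABCB1). Reagent: JC-1 transporter substrate. Compound dosing: single test compound dose, 6.6 µM final. Times: 10 min compound exposure, 25 °C. Detection: flow cytometry of retained JC-1 fluorescence. Read-out basis: efflux inhibition in percent versus controls. Controls: nicardipine and DMSO wells.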
Bim-Bcl-B – inhibitors of Bim-Bcl-B interaction, human | bead-based flow cytometry, Bim peptide-Bcl-B binding | inhibition, % at 10 µM | 0.073% of 190,000 active | AID 951;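 note: 0% = tracer peptide without compound and 100% = reference inhibitor peptide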
ABCB1 inh – human ABCB1 inhibition, ABCG2 as counter-screen; CCRF-Adr cells, JC-1 efflux, flow cytometry; inhibition, % at 6.6 µM; 0.067% of 190,000 active; AID 1326; in the data active = inhibition above about 40%;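 note: 0% = vehicle and 100% = reference inhibitor; higher value means more JC-1 retained so stronger ABCB1 efflux block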
GSH bead fluor – GSH bead compound fluorescence profile; fluorescence (KMESF) at 10 µM; AID 1776; 0.25% of 190,000 active; GSH beads flow cytometry, compound fluorescence 488/530 nm; hits give high values; in the data active = fluorescence above about 89;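 note: glutathione beads carrying GST-tagged Bcl family fusion proteins plus one bare bead set; values are compound well signal with DMSO vehicle wells as background; inactives centre near 16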
* = called active by the depositor; ? = inconclusive; · = no result given. Cut-off read from the data, not from the text of the source, unless noted: active = inhibition above about 40%.

Values in the order: Bim-Bfl-1	RGS8-Gao reg	RGS7-Gao	Bcl-2 Bim block	Bcl-XL Bim block	Bim-Bcl-W	RGS4-Gao reg	ABCG2 inh	Bim-Bcl-B	ABCB1 inh	GSH bead fluor
COC(=O)CSc1nnc2n(C3CCCCC3)c(=O)c3c4c(sc3n12)CCCC4
    -9	101	103	-7	-3	-5	103	5	-6	1.5	5
Cc1cc(F)ccc1NCC(=O)Nc1ccccc1Br
    -5	103	101	-8	-11	-6	101	18	-8	0.3	11
O=C(COc1ccc(Cl)cc1)N(Cc1ccccc1)c1ccccn1
    -21	99	98	-13	-9	-3	97	33	-10	1.0	22
Cn1cccc1C(=O)C(=O)Nc1ccccc1
    -13	100	101	-4	-6	-1	101	3	-7	0.4	24
Cc1nc2c(Br)c(C)nn2c2c1CCC2
    -3	104	103	-1	-1	-1	102	-1	-1	-0.2	11
S=C(NCCc1ccc(Cl)cc1)NC1CCCC1
    -5	102	100	-3	1	0	103	50	-2	0.8	11
COc1ccc2cc(CCNC(=O)c3cccs3)c(=O)[nH]c2c1
    1	·	·	2	0	0	·	26	0	1.2	16
CC1Cc2ccccc2N1C(=O)CSc1nnc(-c2ccc(S(=O)(=O)N3CCCC3)cc2)n1C (stereo not given)
    0	103	101	0	-3	-2	99	3	-3	0.6	13
CCn1c(COc2cccc(OC)c2)nnc1SCC(=O)Nc1cc(OC)ccc1OC
    -9	103	100	-12	-1	-1	101	0	-3	0.2	27
COC(=O)NCC1(C)CC(NC(=O)OC)CC(C)(C)C1 (stereo not given)
    -2	102	98	-3	-3	-3	101	0	-4	0.2	24
Cc1ccc(O)c(C2=NCCNC(C(F)(F)F)=C2)c1
    0	104	102	-2	0	-1	101	2	1	0.0	10
COc1cc(C2C(C(C)=O)=C(O)C(=O)N2CCc2ccc(OC)c(OC)c2)ccc1O (stereo not given)
    -11	98	95	-4	1	1	96	0	-4	-0.1	63
O=C(Nc1nn[nH]n1)c1cccc(Oc2ccccc2)c1
    -16	99	100	-6	-9	0	98	13	-9	0.5	22
Brc1ccc(C2Nc3cccc4cccc(c34)N2)o1
    -2	96	84	-7	-3	5	92	-2	-5	-0.9	9
Brc1c(CSc2nnc(-c3ccco3)o2)nc2ccccn12
    -14	101	103	-14	-11	-5	100	15	-8	0.6	26
CCOCCN1CCN(c2c3c(nc4cc(-c5ccc(F)cc5)nn24)CCC3)CC1
    -17	104	105	-15	-4	0	101	7	-4	5.7	8
Cc1cccc(N2CCN(C(=O)CN3C(=O)C4CC=CCC4C3=O)CC2)c1C (stereo not given)
    1	92	97	-1	1	0	94	8	0	1.8	12
c1ccc(-c2cn3nc(-c4ccccc4)cnc3n2)cc1
    -8	102	106	-4	-6	-4	103	36	-7	0.4	10
O=C(COC(=O)c1ccccc1N1C(=O)C2C3CCC(C3)C2C1=O)c1ccccc1 (stereo not given)
    0	104	102	0	-3	-1	108	3	-7	0.4	5
CC(C)c1c(O)nc(SCC(=O)N2CCOCC2)[nH]c1=O
    -2	102	90	-4	-8	-3	99	-1	-5	-0.5	22
COc1ccc(-c2nnc(SCC(=O)N3CCCCC3)o2)cc1OC
    -9	101	101	-11	-8	-8	97	3	-9	0.7	14
Cc1cc(C(F)(F)F)nc(-n2cc(-c3cccc(N)c3)nn2)n1
    -1	95	89	0	0	4	92	4	0	1.2	13
Cc1cc(C)n(-c2cccc3cccnc23)n1
    -22	99	95	-12	-10	-3	97	12	-10	0.4	38
Cc1nnc(N/N=C/c2ccc(O)c([N+](=O)[O-])c2)[nH]c1=O
    -25	106	106	-13	-2	0	97	5	-1	0.3	9
CCCCCC(=O)Nc1sc(C)c(C)c1C#N
    1	91	124	-13	-21	-16	102	0	-64	-0.4	13
O=C1CCCc2c1cc(C(=O)NCCCN1CCOCC1)c(=O)n2-c1ccc(Cl)cc1
    -11	105	98	-9	-2	0	100	-3	-7	-2.6	24
NCCCC[C@@H]1NC(=O)[C@H](CCC(=O)O)NC(=O)c2cc([N+](=O)[O-])cc(I)c2NCC[C@@H](C(N)=O)NC1=O
    1	97	95	0	0	2	94	-1	1	-0.7	16
Clc1ccc(SCCCCn2ccnc2)cc1
    -16	102	111	-11	-6	-4	115	1	-9	0.2	27
O=C(CCc1ccc(S(=O)(=O)NCc2ccccc2)cc1)NCc1cccnc1
    -1	101	101	-2	-4	-2	102	4	0	1.3	9
Cc1nc2ccccc2c2oc(C(=O)N3CCN(C(=O)c4ccco4)CC3)cc12
    0	88	92	2	0	2	90	0	2	2.9	11
Cc1nn2c(-c3ccccc3)c(-c3ccccc3)nc2[nH]c1=O
    -3	99	107	-5	-4	-3	105	1	0	0.1	7
O=C(Cn1nnc(-c2ccccc2-n2cnnn2)n1)c1ccccc1
    5	91	95	6	-6	0	98	-1	3	0.0	28
Cc1cccc(OC(=O)c2ccc3nccnc3c2)c1
    -12	102	104	-3	-3	2	100	5	-4	0.7	13
CN1C=CC=C/C1=C1\SC(=S)N(c2ccccc2)C1=O
    -1	96	94	0	-3	-2	92	11	-2	0.1	12
O=C(COC(=O)c1ccc(Cl)c(Cl)c1)Nc1cccnc1Cl
    1	98	97	2	-1	-1	100	5	-1	0.3	6
COc1ccc(OCC(=O)NNC(=O)c2cccc(C)c2)cc1
    -3	101	102	-2	-2	-2	103	4	0	0.1	26
NS(=O)(=O)c1ccc(NC(=O)COC(=O)CSc2n[nH]c(-c3ccccc3)n2)cc1
    -9	99	100	-3	-1	2	98	0	-4	0.0	28
CN1/C(=C/c2cc[n+](C)c3ccccc23)C=Cc2ccccc21
    14	102	103	10	9	17	101	-6	20	0.0	12
Cc1ccc(OC(=O)NC2CCS(=O)(=O)C2)cc1C (stereo not given)
    -6	100	105	-3	-5	0	104	2	-9	0.4	49
CN(CCCNC(=O)CSc1cc(=O)n(C)c2ccc(Cl)cc12)Cc1ccccc1
    -4	104	104	-2	-3	-3	106	14	-4	1.0	12
COc1cc(/C=N/NC(=O)c2cccc(NC(=O)c3ccccc3Cl)c2)ccc1O
    -2	99	93	0	0	-3	94	0	-2	-0.4	16
COc1cc(NC(=O)c2ccc(NS(=O)(=O)c3c(C)noc3C)cc2)cc(OC)c1
    -17	100	99	-4	-4	6	100	6	0	-0.1	24
CC(C)Nc1nnc(SCC(=O)Nc2ccc(F)cc2)s1
    4	99	110	7	10	1	104	5	2	0.5	35
CCSc1nc2ccccc2c(=O)n1-c1c(C)n(C)n(-c2ccccc2)c1=O
    -4	102	?	1	0	0	101	2	-8	0.2	14
Cc1ccn2c(C(=O)N/N=C\c3ccc4c(c3)OCO4)c(C)nc2c1
    -3	100	99	0	-10	-5	100	5	-4	0.6	14
COc1ccc(NC(=O)C(C)N(c2ccc(C)cc2)S(C)(=O)=O)c(OC)c1 (stereo not given)
    -12	97	107	-11	-7	-3	98	8	-11	0.7	30
CCOc1ccccc1NC(=O)Cn1nnc(-c2ccc(OCC)c(OCC)c2)n1
    -14	105	100	-8	-25	-4	99	3	-11	-0.5	34
CCOC(=O)C1CCN(C(=O)c2ccc(NS(=O)(=O)c3ccc(F)cc3C)cc2)CC1
    -5	102	?	0	1	-2	100	8	-3	2.0	27
O=C(CSc1nnc(Cn2c(=O)sc3ccccc32)n1-c1ccccc1)Nc1nccs1
    -5	101	103	-4	0	4	99	7	-8	2.4	24
O=C(C1CC12CCCC2)N1CCC(CO)(Cc2ccccc2Cl)CC1 (stereo not given)
    -3	101	99	-2	-2	-1	102	2	0	0.1	16
O=C(c1cccs1)N1N=C(c2ccc(O)cc2)CC1c1ccccc1 (stereo not given)
    0	90	92	-3	-3	-4	89	6	-6	7.2	8
Cc1cccnc1NC(=S)NC(=O)c1cccs1
    -13	97	93	-17	5	19	94	8	-1	0.6	15
CCOc1cccc(/C=N/N2C(=O)CSC2=S)c1O
    7	94	?	3	3	1	97	-3	1	-1.1	12
O=C(Nc1ccc(S(=O)(=O)NCCc2ccccc2)cc1)c1ccc(Br)o1
    -12	99	101	-9	-4	0	99	1	-9	0.3	34
Cc1cc(NC(=O)CSC2=Nc3ccccc3C3=NC(Cc4ccccc4)C(=O)N23)n[nH]1 (stereo not given)
    -8	100	100	-4	-6	1	99	2	-6	0.5	42
Cc1ccccc1CS(=O)(=O)Cc1ccc(C(=O)NCC2CCCO2)o1 (stereo not given)
    0	93	96	-2	-7	-2	97	3	-4	0.7	35
CCc1ccccc1NCC(=O)Nc1ccc(Cl)c(C(F)(F)F)c1
    0	76	92	0	-3	0	94	0	-4	-0.3	6
Cn1c(C(=O)NCCCN2CCCC2=O)cc2c(=O)n(C)c3ccccc3c21
    -9	102	103	-5	-3	0	101	2	-5	0.2	19
